Screening results as filed in PubChem BioAssay.
PGC1a acetyl inh: PGC1a acetylation modulation, inhibitor mode | U2OS PGC1a acetylation, AlphaScreen anti-acetyl-lysine; with virally co-expressed GCN5 acetyltransferase | AID 651687 | inhibition, % at 15.6 µM | 350,000 compounds, 0.17% hits;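 active = every replicate shows inhibition of at least 40%; inconclusive = mean inhibition at least 40% but some replicate below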;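 note: 0% = neutral control wells and 100% = positive control wells; some results beyond the cut were filed as inactive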
FN deposit inh: fibronectin deposition inhibition. AH1F fibroblasts, Alexa488-fibronectin deposition fluorescence, overnight. inhibition, % at 12.6 µM. 350,000 compounds, 0.086% hits;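 active = mean inhibition across replicates of 30% or more, regardless of how many single replicates reach that level; inconclusive = mean under 30% yet at least half of replicates reach 30%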;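 note: positive control wells lacked labelled fibronectin entirely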
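Material: AH1F fibroblast monolayer depositing Alexa488-labelled fibronectin into matrix | Input: 10000 AH1F cells/well | Medium: DMEM plus 2% serum, read in PBS | Reagent: Alexa488-fibronectin, 24 nM final in well | Compound dosing: One dose per compound, pinned | Schedule: 1 h adhesion, overnight exposure | Measured by: Fluorescence at 485 nm excitation, 525 nm emission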
EWS-Fli block: inhibitors of EWS/Fli oncoprotein transcriptional activity | AID 651661 | inhibition, % at 12.6 µM | 350,000 compounds, 0.67% hits | A673 NR0B1-luciferase reporter, viability-normalised;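 active = mean inhibition of at least 50% after viability correction, with every replicate also passing that limit; inconclusive = mean reaches 50% but only one of two replicates passes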;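 note: firefly luciferase signal divided by Alamar Blue viability fluorescence both relative to DMSO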
LGR2 antag: blocks bursicon-induced cAMP signaling via Drosophila LGR2. HEK293 LGR2, CRE-luciferase, bursicon-stimulated, 4 h. inhibition, % at 9.99 µM. 380,000 compounds, 0.35% hits;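 active = drop in luminescence signal, shown as inhibition above about 50% in the replicate tests, limit read from the data, passing the limit was not always enough; inconclusive = probably only some replicates passing the limit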;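 note: agonist challenge used bursicon conditioned medium at about half maximal strength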
ERAP1 inh: inhibitors of human ERAP1 aminopeptidase; Q9NZ08; recombinant ERAP1, Leu-AMC fluorescence, 60 min; inhibition, % at 10.7 µM; 340,000 compounds, 0.15% hits; AID 652197;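 active = mean replicate inhibition of at least 30%, or all replicates individually reaching that 30% level; inactive = mean below 30% and not every replicate reaching it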;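 note: 0% = neutral control wells and 100% = L-leucinethiol positive control wells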
Target sequence (Q9NZ08 whole entry, looked up): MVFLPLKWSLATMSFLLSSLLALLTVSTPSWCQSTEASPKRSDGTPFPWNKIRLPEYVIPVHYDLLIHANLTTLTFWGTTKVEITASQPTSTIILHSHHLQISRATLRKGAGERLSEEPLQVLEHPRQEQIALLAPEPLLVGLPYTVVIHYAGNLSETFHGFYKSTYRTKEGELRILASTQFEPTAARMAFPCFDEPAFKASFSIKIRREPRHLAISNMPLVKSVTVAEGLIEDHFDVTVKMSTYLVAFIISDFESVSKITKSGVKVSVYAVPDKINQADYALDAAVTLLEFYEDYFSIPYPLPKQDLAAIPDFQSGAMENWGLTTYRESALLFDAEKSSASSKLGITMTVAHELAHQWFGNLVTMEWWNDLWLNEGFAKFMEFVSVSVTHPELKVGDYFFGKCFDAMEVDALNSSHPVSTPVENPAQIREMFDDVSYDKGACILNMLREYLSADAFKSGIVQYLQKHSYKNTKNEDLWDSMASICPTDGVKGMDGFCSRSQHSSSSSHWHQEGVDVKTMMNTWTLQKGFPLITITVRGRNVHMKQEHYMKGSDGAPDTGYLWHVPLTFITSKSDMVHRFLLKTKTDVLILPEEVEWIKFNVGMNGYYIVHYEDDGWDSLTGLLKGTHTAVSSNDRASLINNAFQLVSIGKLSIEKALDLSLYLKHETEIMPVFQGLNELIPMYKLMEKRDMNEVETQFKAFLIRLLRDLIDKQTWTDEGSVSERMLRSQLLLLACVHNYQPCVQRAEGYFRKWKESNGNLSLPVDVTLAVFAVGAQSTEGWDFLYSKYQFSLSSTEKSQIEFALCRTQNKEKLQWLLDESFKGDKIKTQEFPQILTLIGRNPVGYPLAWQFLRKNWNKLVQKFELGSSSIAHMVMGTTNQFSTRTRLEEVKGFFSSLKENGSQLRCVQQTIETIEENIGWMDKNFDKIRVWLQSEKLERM
PglD DTNB: blocks C. jejuni PglD acetyltransferase activity | inhibition, % at 12.5 µM | AID 602405 | 360,000 compounds, 0.098% hits | purified PglD enzyme, DTNB colorimetric CoA detection; in the data active = inhibition above about 16%, passing the limit was not always enough; inconclusive = no clear call, values can overlap the other calls; note: strong numbers were not always called active
PAX8 reporter: inhibitors of PAX8 transcriptional activity in RMG-I cells. RMG-I TPO-luciferase reporter, SteadyGlo, 24 h. inhibition, % at 12.6 µM. 360,000 compounds, 1.2% hits. AID 652154;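 active = mean replicate inhibition at least 60% with every replicate also reaching 60%; inconclusive = only one of the two criteria is met; inactive = mean below 60% and not all replicates reaching 60%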;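 note: luciferase light reporting Pax8 driven TPO promoter activity; plate controls were median of neutral control wells for no effect and mitoxantrone controls for full effect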
S100A4 MyoIIA: S100A4-myosin IIA interaction inhibition. P26447. S100A4/TAMRA-MyoIIA peptide fluorescence polarization. inhibition, % at 10.7 µM. 360,000 compounds, 0.14% hits;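 active = mean inhibition of at least 70% across replicates, with every replicate also reaching that level; inconclusive = mean inhibition reaches 70% but some replicates fall short; inactive = mean inhibition below 70%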
Target sequence (P26447 whole entry, looked up): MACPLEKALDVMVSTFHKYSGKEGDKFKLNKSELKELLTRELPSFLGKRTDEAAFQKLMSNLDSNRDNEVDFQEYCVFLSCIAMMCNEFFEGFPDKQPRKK
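Test system – S100A4 monomer (human) · Compound – single-point compound testing · Schedule – 5 min incubation before reading · Probe or stimulus – TAMRA-labelled myosin IIA heavy-chain peptide probe, 5 nM · Benchmarks – neutral control DMSO, positive control TFP · Medium – Calcium-containing HEPES buffer, pH 7.2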
Starred values were filed as active, the others as inactive; ? = inconclusive; . = no result given; & = joins results of further samples. Not a hit list; overall some 2.1% were active at least once.

Value order: PGC1a acetyl inh	FN deposit inh	EWS-Fli block	LGR2 antag	ERAP1 inh	PglD DTNB	PAX8 reporter	S100A4 MyoIIA
1. COc1ccc(S(=O)(=O)N(C)C[C@@H]2OCCCC[C@H](C)Oc3ccc(NC(=O)Nc4ccc(F)cc4)cc3C(=O)N([C@H](C)CO)C[C@H]2C)cc1
→ -27	8	19	17	2	1	67*	-2
2. CCN1CCN(c2ccc(S(=O)(=O)N3CCCCC3)cc2NC(=O)CC(NC(C)=O)c2ccccc2)CC1 (stereo unspecified)
→ .	3	4	5	8	.	-24	2
3. CN1C[C@@H]2[C@H](c3ccccc31)[C@@H](CO)N2C(=O)C1CCCCC1
→ -7	.	-3	-8	0	0	4	-13
4. COc1ccc(NC(=S)N2CCC(c3nc4ccccc4o3)CC2)c(OC)c1
→ 0	-7	-1	7	0	.	-14	2
5. COc1ccc([N+](=O)[O-])cc1NC(=O)Cc1ccc(C)cc1
→ .	1	10	-8	-3	.	-8	1
6. Cc1nc2sc(C(c3cccc(F)c3)N3CCN(C(=O)c4ccco4)CC3)c(O)n2n1 (stereo unspecified)
→ -12	-3	.	.	.	-1	13	.
7. O=C(Oc1cccc(C(=S)N2CCCCC2)c1)c1ccccc1
→ .	.	0	-2	-2	-5	18	-1
8. COC(=O)c1sc2cc([N+](=O)[O-])cc(SCC(C)C)c2c1N
→ .	-9	5	6	0	.	27	4
9. Cc1c(C(=O)O)sc2nc3n(c(=O)c12)CCC(C)CC3 (stereo unspecified)
→ .	.	4	15	-3	.	.	3
10. CN(c1cccc(NC(=O)c2ccc(CN3CCc4ccccc4C3)cc2)c1)S(C)(=O)=O
→ 3	22	30	9	1	2	73*	15
11. O=S1(=O)N[C@H](Cc2ccccc2)COc2cc(N3CCC[C@@H]3CO)ccc21
→ .	13	5	-4	11	.	11	3
12. Cc1c(C(=O)C(=O)N2c3ccccc3CC2C)c2ccccc2n1C (stereo unspecified)
→ 19	10	-21	3	0	.	31	2
13. S=C1NC(c2ccccc2)=CC(c2ccccc2)N1 (stereo unspecified)
→ 0	-9	7	4	2	.	-7	5
14. Cc1noc(C)c1S(=O)(=O)N(C)C[C@H]1Oc2ccc(NC(=O)CCN3CCOCC3)cc2CC(=O)N([C@@H](C)CO)C[C@H]1C
→ 4	.	-5	-10	-1	.	-27	-5
15. Cc1ccc(NC(=O)Nc2ccc3c(c2)C(=O)N(C)[C@H]2CC[C@@H](CC(=O)O)O[C@H]2CO3)cc1
→ 2	-8	-12	10	0	-1	-11	4
16. CC1CC1C(=O)OCC(=O)N(C)CC(=O)Nc1ccc(F)cc1 (stereo unspecified)
→ 7	-3	3	-19	2	-5	10	0
17. CN(CCc1ccccc1)C(=O)c1ccc(NC(=O)Cc2ccc(NC(=O)C3CCCN(C(=O)C4CC4)C3)cc2)cc1 (stereo unspecified)
→ .	6	7	-4	.	1	21	0
18. Cc1ccc(NC(=O)c2cc3ccccc3o2)nc1
→ -1	4	-13	-32	-1	.	-84	-3
19. C[C@@H]1CN([C@@H](C)CO)C(=O)c2cc(C3=CCCC3)cnc2O[C@@H]1CN(C)C(=O)C1CCCCC1
→ -4	.	11	9	1	-2	-14	1
20. COc1ccc(-c2noc(CCC(=O)NCc3cccnc3)n2)cc1OC
→ -5	8	.	.	.	7	-14	.
21. CCOC(=O)C1CCCN(C(=O)c2ccc3nc(-c4cccc(OC)c4)oc3c2)C1 (stereo unspecified)
→ -2	6	.	-57	2	1	-72	-15
22. CS(=O)(=O)Nc1ccc(-c2cncc3nccn23)cc1
→ .	3	-3	8	13	10	6	-1
23. Cc1ccc(S(=O)(=O)Nc2ccc3c(c2)CC(=O)N([C@H](C)CO)C[C@@H](C)[C@H](CN(C)Cc2ccc(C(F)(F)F)cc2)O3)cc1
→ -6	.	-4	?	.	.	71*	.
24. CCCN1CCN(CCCNC(=O)c2ccc3nc(N4CCC(C)CC4)sc3c2)CC1
→ -6	6	-88	-42	-4	-2	-10	2
25. C[C@H]1CN([C@@H](C)CO)C(=O)Cc2cc(NS(=O)(=O)c3ccc(Cl)cc3)ccc2O[C@H]1CN(C)S(=O)(=O)c1ccccc1
→ -17	.	0	25	5	-2	-9	11
26. COc1ccc([C@H]2/C=C\CN(Cc3ccc(N(C)C)cc3)[C@@H](C)C(=O)N2Cc2ccc(F)cc2)cc1
→ 3	7	13	-10	0	4	3	22
27. Cc1ccc(N2CCC(N3CCN(C)C(CCO)C3)CC2)cc1 (stereo unspecified)
→ 2	-3	0	6	-2	-3	5	-6
28. COCCCNC(=S)N1CCCC(c2nc3cc(C)c(C)cc3[nH]2)C1 (stereo unspecified)
→ -6	-2	-2	6	-1	.	-12	9
29. COC(=O)[C@@H](Cc1ccc(O)cc1)NC(=O)[C@H]1O[C@@H](n2cnc3c(=O)[nH]c(N)nc32)[C@H](O)[C@@H]1O
→ .	1	0	-1	1	.	-9	-19
30. O=C(Cc1ccccc1)N1CCCC1c1ccccc1 (stereo unspecified)
→ -2	12	.	.	.	5	-10	.
31. CCOC(=O)/C(C#N)=C/c1c(N2CCN(c3ccccc3)CC2)nc2c(C)cccn2c1=O
→ 1	-5	17	19	0	-5	10	-9
32. CCCCNCC(O)(c1ccc(Cl)cc1)c1ccc(Cl)cc1
→ -7	-7	13	7	3	.	12	-6
33. COc1ccc(-c2ccc(OC)c(OC)c2OC)c(OC)c1OC
→ .	4	4	3	2	.	0	-1
34. COc1ccc(C(=O)/C=C/c2ccc(OC(=O)c3cc(OC)c(OC)c(OC)c3)cc2)cc1
→ 7	-4	11	21	-1	-9&-4	-2	2&17
35. O=C(CN1C(=O)CCSc2ccc(S(=O)(=O)N3CCCC3)cc21)NCc1ccccc1Cl
→ -1	16	15	-9	-1	-5	13	-7
36. Cn1cc(C(=O)N/N=C/c2c(O)ccc3ccccc23)ccc1=O
→ 2	16	4	21	-1	.	59	-3
37. O=C(NCc1ccccn1)c1nnc(Cc2ccc(Cl)cc2)o1
→ 0	-16	-5	-12	.	-3	7	3
38. CCN1CCN(C(=O)c2ccc(CN(c3ccc(C)c(C)c3)S(C)(=O)=O)cc2)CC1
→ 10	-6	-3	26	-3	0	-21	-8
39. Oc1ccc(-c2nccc(-c3ccc(F)cc3)n2)cc1
→ 7	3	-83	-110	-4	-7	-155	-7
40. COc1ccc(NC(=O)N(C)C[C@H]2Oc3c(NC(=O)Nc4ccc5c(c4)OCO5)cccc3C(=O)N([C@H](C)CO)C[C@@H]2C)cc1
→ 0&8	14	-7&-22	-2&-18	1&-14	1&6	13	0&3
41. COc1ccc(NC(=O)C(c2ccccc2)N2CCN(c3ccccn3)CC2)cc1Cl (stereo unspecified)
→ .	-6	-3	10	-14	.	3	6
42. COc1ccc(-c2nnc3n(CCc4ccccc4)c(=O)c4ccccc4n23)c(OC)c1
→ 3	3	.	19	.	5	13	.
43. O=C(CSc1c[nH]c2ccccc12)NCC1CCCO1 (stereo unspecified)
→ 6	7	9	24	2	7	25	-2
44. CC(C)c1nc(SCC(=O)Nc2cccc(C(F)(F)F)c2)c2c(=O)n(C)c(=O)n(C)c2n1
→ .	24	11	-3	0	-1	11	4
45. O=C(COc1ccc(Cl)cc1)Nc1cccc(S(=O)(=O)NC2=NCCCCC2)c1
→ .	1	-1	-4	4	-3	-28	-4
46. CC1(C)CC(=O)C2=C(C1)OC(c1ccc(O)cc1)C(C#N)=C2N (stereo unspecified)
→ 4	3	10	-6	9	3	81*	6
47. O=c1c2ccccc2oc2cc(OCc3cccc(F)c3)cc(O)c12
→ 1	11	-4	-11	-4	3	-1	-1
48. COc1ccc(C(=O)CCN2CCN(c3ccc(OC)cc3)CC2)cc1
→ 14	4	-12	-10	1	3	38	-1
49. O=C(CCn1c(=O)oc2ccccc21)Nc1ccc(N2CCOCC2)cc1
→ -4	6	-2	-2	-2	-1	-28	-2
50. C[C@@H]1CN([C@H](C)CO)C(=O)c2cccc(NC(=O)Nc3cccc4ccccc34)c2O[C@@H]1CN(C)Cc1ccccc1
→ -2	.	7	-2	-4	3	19	-7
51. CCOc1ccc(S(=O)(=O)N2CCN(c3ccc(OC)cc3)CC2)c2cccnc12
→ -27	1	.	.	.	1	22	.
52. CN1CCCN(C(=O)CSc2ccccc2)CC1
→ -1	-7	2	3	-2	-6	13	-4
53. Cc1cc(F)ccc1-c1cc(C(=O)NCc2ccco2)[nH]n1
→ 5	2	-33	-12	-5	19	-59	-2
54. O=C(c1ccc(-c2ccccc2Cl)o1)N1CCCC(C(F)(F)F)C1 (stereo unspecified)
→ 9	2	-65	-39	-3	8	-143	-1
55. CN1CCN(NC(=O)c2cccc(C(F)(F)F)c2)CC1
→ -11	10	1	-8	-3	.	-1	1
56. CN1Cc2c(N3CCOCC3)nc3sc(C#N)c(N)c3c2CC1(C)C
→ .	-4	8	.	0	.	-2	19
57. C=CCc1cc(CN2CC(C)OC(C)C2)c(O)c(OC)c1 (stereo unspecified)
→ -4	2	4	.	-2	3	6	1
58. COc1ccc(NC(=O)N(C)C[C@H]2Oc3c(NS(C)(=O)=O)cccc3C(=O)N([C@@H](C)CO)C[C@@H]2C)cc1
→ 1	.	-29	2	1	0	.	7
59. COc1ccc(S(=O)(=O)N2CCC(C(=O)N3CCCC3)CC2)cc1C
→ .	1	6	3	3	-3	8	-1
60. CCOc1ccc(CN(C)C(=O)c2cccc(S(=O)(=O)Nc3ccccc3OC)c2)cc1OC
→ .	.	-1	-6	0	-2	9	-11

Further compounds
Value order: PGC1a acetyl inh	FN deposit inh	EWS-Fli block	LGR2 antag	ERAP1 inh	PglD DTNB	PAX8 reporter	S100A4 MyoIIA
61. CCCc1c(-c2ccc(Cl)cc2)ncn1Cc1cccc(-c2ccccc2)c1
→ .	0	25	-5	-5	.	55	-12
62. COc1ccc2c3c(n(C)c2c1)[C@@H](CO)NCC31CN(C(=O)c2cccc(F)c2)C1
→ 11	-2	-4	-4	1	.	9	4
63. C[C@H](O)C#Cc1ccc2c(c1)O[C@H](CN(C)C(=O)C1CCCCC1)[C@H](C)CN([C@H](C)CO)S2(=O)=O
→ -7	.	-3	-5	-4	4	.	59
64. COc1ccc(S(=O)(=O)N(C)C[C@@H]2Oc3ccc(NC(=O)CCCN(C)C)cc3C(=O)N([C@@H](C)CO)C[C@H]2C)cc1
→ 3	.	-2	-6	1	-16	27	42
65. COCCn1c(C)cc(C(=O)CSc2nc3ccccc3s2)c1C
→ 8	-1	.	61*	.	-9	-7	.
66. C=CCN1C(=O)c2ccc(C(=O)N3CCN(S(=O)(=O)c4cccc(Cl)c4)CC3)cc2C1=O
→ .	3	-2	-7	-2	2	-12	2
67. CCOc1ccc(S(=O)(=O)N(C)CC(=O)N2CCN(CC)CC2)cc1
→ .	-7	0	3	9	1	-8	-3
68. COc1ccc(CNC(=S)Nc2ccccc2F)cc1
→ 3	1	-4	-13	-3	-2	-15	1
69. O=C(O)c1cc(S(=O)(=O)Nc2cccc(S(=O)(=O)N3CCCC3)c2)ccc1Cl
→ -3	7	-1	1	-6	3	-3	-2
70. COc1ccc2c3c([nH]c2c1)[C@@H](CO)N(C(=O)Nc1ccc(F)cc1)CC31CN(C(=O)Nc2c(C)noc2C)C1
→ -20	6	-11	17	-1	.	-28	2
71. CCOC(=O)NN1C(=O)c2ccccc2NC1c1ccccc1 (stereo unspecified)
→ 2	9	.	-24	.	2	13	.
